High-throughput results (PubChem BioAssay)
EPAC2 antag – qHTS for Antagonist of cAMP-regulated guanine nucleotide exchange factor 2 (EPAC2): primary screen | EPAC2 GEF exchange of Rap1B-BODIPY-GDP, fluorescence | Potency, µM (doses to about 114 µM), for inactives: at the highest dose activity, negative = inhibition, hits mostly inhibitors | actives 0.18% (n = 360,000) | AID 720708, 2013; also: % is scaled to controls: 0 for no effect and ±100 for the full control effect; nearly all actives have a fitted effect of over 45% in size; many of its hits are not listed in these tables
EPAC1 antagonist – qHTS for Antagonist of cAMP-regulated guanine nucleotide exchange factor 3 (EPAC1): primary screen; EPAC1 GEF assay, Rap1b-BODIPY-GDP exchange fluorescence; Rap guanine nucleotide exchange factor 3 (Homo sapiens), O95398; AID 720709, 2013; Potency, µM (top dose mostly 115 µM), for inactives: at the top dose activity change, negative = inhibition, usual class: inhibitors; actives 0.14% (n = 360,000);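 also: plate controls were vehicle for no effect and positive control for full effect; nearly all actives have a fitted effect of over 50% in size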
Target sequence (O95398 whole entry, looked up): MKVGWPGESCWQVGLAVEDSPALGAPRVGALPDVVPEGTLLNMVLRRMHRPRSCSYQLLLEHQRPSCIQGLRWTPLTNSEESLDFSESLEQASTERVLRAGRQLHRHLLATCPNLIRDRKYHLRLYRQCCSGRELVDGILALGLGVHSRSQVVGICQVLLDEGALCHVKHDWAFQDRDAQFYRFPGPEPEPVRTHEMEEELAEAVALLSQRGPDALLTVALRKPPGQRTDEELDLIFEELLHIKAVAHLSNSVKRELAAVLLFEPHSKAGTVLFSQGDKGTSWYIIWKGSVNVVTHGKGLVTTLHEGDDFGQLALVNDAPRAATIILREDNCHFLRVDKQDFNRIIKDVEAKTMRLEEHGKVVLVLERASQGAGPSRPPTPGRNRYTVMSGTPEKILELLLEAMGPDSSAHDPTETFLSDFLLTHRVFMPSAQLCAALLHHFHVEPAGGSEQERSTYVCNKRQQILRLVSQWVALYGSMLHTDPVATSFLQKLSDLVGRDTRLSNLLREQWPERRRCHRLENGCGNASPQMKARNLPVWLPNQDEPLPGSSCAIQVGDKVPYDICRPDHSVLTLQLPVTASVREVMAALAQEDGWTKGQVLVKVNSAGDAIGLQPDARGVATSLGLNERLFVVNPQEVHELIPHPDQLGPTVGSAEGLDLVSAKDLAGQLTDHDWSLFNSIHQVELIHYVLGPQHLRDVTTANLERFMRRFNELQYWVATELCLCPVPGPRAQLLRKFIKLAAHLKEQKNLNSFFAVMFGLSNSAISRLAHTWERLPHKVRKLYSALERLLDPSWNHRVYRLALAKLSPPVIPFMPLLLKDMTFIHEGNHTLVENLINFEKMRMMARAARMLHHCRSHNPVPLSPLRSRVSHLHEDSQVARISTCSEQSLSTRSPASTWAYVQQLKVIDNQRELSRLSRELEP
aSyn yeast inh – qHTS of alpha-syn Inhibitors. Yeast expressing alpha-synuclein, growth rescue, BacTiter-Glo, 24 h. Potency, µM (highest dose often 46.1 µM), without a hit: top-dose growth rescue (activation), hits mostly activators. actives 0.14% (n = 370,000). AID 652106, 2013; also: % of control where 0% means no effect; nearly all actives have a fitted effect of over 65% in size
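Screening used galactose-induced yeast with toxic alpha-synuclein levels, exposed to compound for 24 hr at 30 deg C. Cell growth, read with BacTiter-Glo luminescence, gave the measured signal.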
TDP-43 yeast inh – qHTS of TDP-43 Inhibitors; actives 1.8% (n = 410,000); Potency, µM (doses to about 46.1 µM), for inactives: at the top dose growth rescue (activation), most hits filed as activators; TDP-43 expressing yeast growth rescue, BacTiter-Glo, 24 h; also: % of control where 0% means no effect; nearly all actives have a fitted effect of over 50% in size
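Readout is BacTiter-Glo luminescence of cell growth, so inhibitors register as activators. TDP-43-expressing yeast at OD600=0.02 in galactose medium, after raffinose pregrowth to mid-log, were incubated with compound for 24 hr at 30 deg C.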
EPAC1 agonist – qHTS for Agonist of cAMP-regulated guanine nucleotide exchange factor 3 (EPAC1): primary screen; EPAC1 agonist qHTS, biochemical assay; response scale: 100% = response to 6.5 mM cAMP; Potency, µM (titrated, usually from 154 µM), inactives show at the top dose activation, most hits filed as activators; actives 0.073% (n = 360,000); also: nearly all actives have a fitted effect of over 60% in size
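Multi-concentration qHTS readout: loss of Rap1B-bound BODIPY-GDP fluorescence driven by 100 nM EPAC1 with excess GDP (50 uM), monitored kinetically at room temperature; agonist response expressed relative to 6.5 mM cAMP.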
FUS yeast rescue – qHTS for Suppressors of FUS Proteinopathy: Primary screen using FUS-linked yeast assay; AID 1347120, 2019; S. cerevisiae FUS-expressing, growth rescue, OD600, 24 h; Potency, µM (top dose mostly 76.6 µM), inactives show at the highest dose growth rescue (activation), actives largely listed as activators; actives 0.24% (n = 390,000);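 also: plate controls were DMSO vehicle for no effect and reference control for full effect; nearly all actives have a fitted effect of over 55% in size; some results filed as inactive show a strong effect at the top dose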
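S. cerevisiae expressing FUS from galactose induction served as the toxicity model. Growth after 24hr at 30C, read as absorbance at 600 nm, indicates suppression of toxicity; compounds dosed at several concentrations.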
EPAC2 ag – qHTS for Agonist of cAMP-regulated guanine nucleotide exchange factor 4 (EPAC2): primary screen | Rap guanine nucleotide exchange factor 4 (Homo sapiens), Q8WZA2 | EPAC2 activation, biochemical qHTS; response scale: 100% = 6.5 mM cAMP response | Potency, µM (doses to about 154 µM), for inactives: top-dose activation, most hits filed as activators | actives 0.079% (n = 360,000) | AID 720711, 2013; also: nearly all actives have a fitted effect of over 50% in size
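Guanine nucleotide exchange by EPAC2 is measured as reduced fluorescence of BODIPY-GDP once it is released from 250 nM Rap1B. Plates are read kinetically for 30 min at room temperature; results are scaled to 6.5 mM cAMP.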
PTHR1 ag – qHTS for PTHR1 Agonists: Primary Screen | actives 0.075% (n = 410,000) | Parathyroid hormone/parathyroid hormone-related peptide receptor (Homo sapiens), Q03431 | AID 743266, 2014 | Potency, µM (highest dose often 115 µM), for the others: at the highest dose activation, usual class: activators | HEK293 GP2 PTHR1 cells, GloSensor cAMP luminescence, 1 h; also: nearly all actives have a fitted effect of over 55% in size; some results filed as inactive show a strong effect at the top dose; inactives centre near -15; many of its hits are not listed in these tables
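HEK-293-derived GP2 cells expressing PTHR1 and a GloSensor cAMP reporter, 3,000/well, plated overnight, given luciferin plus IBMX (each 0.5 mM as added) for 1 h at 37 °C, then compound for 1 h at 37 °C. Luminescence was read after 15 min at room temperature.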
* hit, by the source's call; i = inactive; ? = inconclusive; . = not tested or not shown; [ ] = dose if it differs, or a comment. Calls follow the shape of the dose curve; as a rule, active = well fitted curve in the direction sought with a large enough effect; inconclusive = small, poorly fitted or top-dose-only effect, or another doubt; inactive = no such curve, though single readings can be large; an effect the other way counts as inactive or inconclusive. Potency is read from the fitted curve at half-maximal effect.

SMILES	EPAC2 antag	EPAC1 antagonist	aSyn yeast inh	TDP-43 yeast inh	EPAC1 agonist	FUS yeast rescue	EPAC2 ag	PTHR1 ag
COc1ccccc1NC(=O)CSc1nccc(=O)[nH]1	7.3%	16.1%	0.4%	-14.9%	-1.3%	21.1%	0.0%	i
Cc1ccc(C(=O)N/N=C/c2c[nH]c3ccccc23)o1	19.9%	-1.2%	-0.5%	-16.0%	-1.0%	19.5%	4.4%	i
O=c1ccc(Cc2ccc(Cl)cc2)n[nH]1	-7.8%	-4.1%	-10.0%	-13.7%	-7.1%	8.2%	4.7%	i
CCc1nn(C(CC)C(=O)NCCCc2ccccc2)c(=O)c2cc3occc3n12 (configuration not stated)	-10.8%	-15.1%	1.2%	-1.3%	-0.9%	32.8%	13.3%	15.1%
CCCCNC(=O)CSc1nnc(-c2ccco2)n1C	-2.7%	-14.5%	-1.0%	-26.7%	2.6%	2.7%	4.1%	-3.2%[57.5 µM]
CCCNNC(=O)C(O)(c1cccc(C)c1)c1cccc(C)c1	-3.2%	18.0%	-0.5%	3.7%	6.5%	9.4%	-5.9%	4.1%
COc1cc(/C=C/C(=O)OCC(=O)NC(=O)NCc2ccccc2)ccc1OCC#N	8.8%	-25.9%	-1.3%	-7.0%	-11.4%	4.7%	-3.1%	-13.0%
Cn1c(/C=N/Nc2nc3ccccc3[nH]2)nc2ccccc21	4.4%	-26.7%	1.5%	-16.6%[0.397 µM]	0.2%	22.6%	5.1%	-37.3%
O=C(Nc1ccccc1)OC1CCC2CC1CCC2OC(=O)Nc1ccccc1 (configuration not stated)	-3.5%	-10.5%	-0.6%	?	-0.7%	36.1%	7.7%	-25.0%
CC(/C=C/C1[C@H](C)C[C@H](O[C@@H]2O[C@H](CO)[C@@H](O)[C@H](O)[C@H]2O)CC1(C)C)O[C@H]1O[C@H](CO)[C@@H](O)[C@H](O)[C@H]1O (some centres not stated)	-15.0%	-3.9%	7.9%	5.4%	-11.4%	-16.1%	-5.2%	i
CCOc1ncnc2c1[nH]c1ccccc12	4.9%	1.7%	-5.3%	?	-7.3%	-18.2%	1.7%	-35.2%[inhibitor]
Cc1ccc(N(Cc2cc(=O)[nH]c3ccccc23)C(=O)c2ccco2)cc1	-2.1%	-0.7%	5.8%	12.9%	0.1%	31.4%	6.1%	i
CCOC(=O)c1ccc(NC(=O)CSc2nc(C)cc(=O)[nH]2)cc1	-2.0%	-14.8%	-0.5%	-5.1%	2.1%	?	-1.2%	i
Nn1c(SCc2cccc(C(F)(F)F)c2)nnc1-c1ccco1	2.1%	0.6%	6.9%	18.7%	6.2%	-0.2%	0.7%	i
COc1ccc(C(=O)N2CCN(C(=O)c3cc(OC)c(OC)c(OC)c3)CC2)cc1	7.3%	-9.9%	-7.5%	20.2%	14.1%	-2.0%	17.2%	i
COc1ccc(S(=O)(=O)n2c(C)nc3ccccc32)cc1C	7.6%	3.2%	0.0%	7.8%	9.1%	-25.8%	10.3%	-11.8%
O=C(COc1ccccc1)NCC(c1ccco1)N1CCCCC1 (configuration not stated)	-27.4%	-7.7%	-5.8%	-1.5%	-0.1%	-1.1%	6.3%	-10.8%
CCNC(=S)NC1CC2CCCC(C1)N2Cc1ccco1 (configuration not stated)	7.3%	11.8%	-8.7%	-14.6%	-2.1%	6.9%	3.0%	i
N#CC1(NC(=O)COC(=O)c2cccc(-n3cnnn3)c2)CCCCC1	0.8%	7.0%	-2.5%	7.1%	1.0%	10.7%	7.0%	i
O=C(Nc1nnc(-c2ccco2)o1)c1ccc(S(=O)(=O)N2CCCC2)cc1	-4.9%	-3.7%	-1.9%	26.6%	10.1%	-3.0%	2.7%	-30.2%[inhibitor]
O=c1nc(NCc2ccco2)sc2ncccc12	8.5%	-0.7%	4.5%	-9.8%	-6.9%	21.9%	-2.2%	-4.2%[57.5 µM]
COc1ccc(C(C)(O)c2nc(-c3ccc(F)c(Cl)c3)cs2)cc1 (configuration not stated)	?	?	-11.5%	17.8µM*	-7.2%	33.9%	10.2%	-31.8%
Cc1ccc(Cl)cc1NS(=O)(=O)c1ccccc1	?	-10.7%	?	?	5.0%	-2.1%	7.2%	-10.2%
O=C(O)CC1Oc2ccc(Cl)cc2NC1=O (configuration not stated)	15.1%	-4.4%	-11.5%	0.0%	10.6%	-19.1%	11.3%	7.9%
Cc1ccc(-c2nc(N/N=C/c3cccnc3)c3ccccc3n2)cc1	-2.7%	2.5%	-34.7%[inhibitor]	-8.7%	19.7%	11.6%	18.6%	-68.8%[inhibitor]
CN(Cc1ccccc1)C(=O)COC(=O)c1cc(NS(=O)(=O)c2cccs2)ccc1O	-3.4%	-15.8%	7.0%	6.2%	8.1%	?	9.9%	-53.2%[inhibitor]
COc1ccc(C(CCN2CCCC2)c2c(O)cc(OC)cc2OC)cc1 (configuration not stated)	-11.3%	-7.7%	0.6%	-1.2%	-5.2%	22.9%	3.4%	14.9%
O=C(Nc1ccccc1)N1CCN(c2nc3ccccc3s2)CC1	6.4%	8.2%	5.7%	22.4µM*	2.5%	3.7%	13.2%	-94.6%[inhibitor]
Cc1ccc(-c2csc(NC(=O)Cn3[nH]c(=O)c4ccccc4c3=O)n2)cc1	2.1%	-20.2%	-2.7%	-12.1%	-5.2%	29.3%	0.9%	-17.3%
CCOC(=O)N1CCN(C(=O)c2ccc(N(Cc3ccc(Cl)cc3)S(C)(=O)=O)cc2)CC1	0.8%	10.2%	2.0%	8.8%	8.0%	21.7%	6.5%	-6.2%
CCOC(=O)c1sc(Nc2ccccc2Cl)nc1C	-24.5%	-0.1%	-2.8%	20µM*	-4.6%	4.8%	9.8%	-25.4%
O=c1cc(N2CCN(c3ccccc3F)CC2)[nH]c(=O)n1-c1ccc(Br)cc1	8.3%	-1.4%	-4.6%	25.4%	-10.9%	-14.7%	4.6%	-20.1%
CCC(C)SCC(=O)Nc1ccc(S(=O)(=O)N2CCOCC2)cc1OC (configuration not stated)	-2.8%	-18.1%	-6.5%	2.3%	8.2%	15.7%	0.3%	-9.0%
Cc1c(-c2cccs2)[n+](=O)c2c(n1[O-])CCCC2	5.3%	-5.9%	1.5%	-8.3%	0.0%	14.9%	2.3%	-10.7%[57.5 µM]
CCCCN(C(=O)c1ccccc1OCc1ccc(F)cc1)c1c(N)n(CC(C)C)c(=O)[nH]c1=O	-7.2%	-4.2%	-0.4%	-17.4%	-14.2%	?	-0.3%	-17.8%
CCCCn1c(N)c(N(CC(C)C)C(=O)c2cc(-c3ccncc3)nc3ccccc23)c(=O)[nH]c1=O	12.2%	7.5%	0.9%	12.9%	4.4%	32.0%	2.2%	i
CCOC(=O)C1CCCN(C(=O)c2ccccc2Oc2ccccc2)C1 (configuration not stated)	-1.5%	-5.3%	11.4%	24.0%	6.7%	.	2.7%	-53.5%[inhibitor]
O=C(Nc1ccc(NC(=S)NC(=O)c2ccco2)cc1)c1ccc(Br)cc1	7.4%	-11.1%	-0.4%	17.0%	1.9%	-25.0%	6.0%	i
CC1(C(=O)NS(=O)(=O)c2ccc(F)cc2F)CCN1C(=O)c1ccccc1 (configuration not stated)	5.1%	5.8%	-7.0%	-6.2%	-13.3%	-25.4%	1.0%	-7.6%
Cc1ccc[n+](-c2[nH]c(=O)sc2/C=N/NC(=O)c2ccccc2[O-])c1	7.2%	7.2%	0.1%	-20.7%	15.1%	.	10.7%	-8.5%
CCOC(=O)C(C)N1C(=O)S/C(=C/c2ccc3c(c2)n(C)c(=O)n3C)C1=O (configuration not stated)	7.4%	-1.8%	9.9%	?	1.9%	29.8%	2.0%	-27.6%
CCc1ccc(NC(=S)NCc2cccnc2)cc1	-2.8%	0.0%	-5.5%	-9.3%	9.9%	7.9%	8.2%	i
Cc1cc(C(=O)NCc2cc(C)n(C)n2)sc1-c1ccccc1	2.7%	7.0%	0.4%	-2.6%	1.1%	21.2%	7.2%	-0.5%[57.5 µM]
CSCCC(C(=O)NC1CCCC1)n1c(-c2ccncc2)nc2ccccc21 (configuration not stated)	0.5%	11.2%	-8.0%	8.3%	6.8%	12.3%	10.5%	-9.8%
Cc1cc(C)cc(N(CCC#N)C(=O)CSc2ncnc3sccc23)c1	-6.0%	-9.3%	7.6%	-9.2%	-10.8%	.	6.4%	-1.2%
CCCS(=O)(=O)NC(=O)C1(C)CCN(C(=O)c2ccc(SC(F)(F)F)cc2)C1 (configuration not stated)	20.1%	-9.6%	0.2%	17.2%	-10.7%	28.0%	1.2%	i
COC(=O)C(C(=O)OC)c1ccccc1NS(=O)(=O)c1ccc(C)cc1	-1.0%	-3.7%	-0.1%	5.3%	-15.1%	5.3%	6.5%	-22.3%
CC(=O)Nc1ccc(S(=O)(=O)N(C)CC(=O)NNC(=O)Cc2nc3ccccc3n2C)cc1	7.5%	3.0%	-1.6%	0.0%	-6.1%	.	-1.7%	-23.0%

Part of the list above, with values under each structure:
Sequence of screens: EPAC2 antag	EPAC1 antagonist	aSyn yeast inh	TDP-43 yeast inh	EPAC1 agonist	FUS yeast rescue	EPAC2 ag	PTHR1 ag
> CCOC(=O)C(C)N1C(=O)S/C(=C/c2ccc3c(c2)n(C)c(=O)n3C)C1=O (configuration not stated)
    7.4%	-1.8%	9.9%	?	1.9%	29.8%	2.0%	-27.6%
> CCc1ccc(NC(=S)NCc2cccnc2)cc1
    -2.8%	0.0%	-5.5%	-9.3%	9.9%	7.9%	8.2%	i
> Cc1cc(C(=O)NCc2cc(C)n(C)n2)sc1-c1ccccc1
    2.7%	7.0%	0.4%	-2.6%	1.1%	21.2%	7.2%	-0.5%[57.5 µM]
> CSCCC(C(=O)NC1CCCC1)n1c(-c2ccncc2)nc2ccccc21 (configuration not stated)
    0.5%	11.2%	-8.0%	8.3%	6.8%	12.3%	10.5%	-9.8%
> Cc1cc(C)cc(N(CCC#N)C(=O)CSc2ncnc3sccc23)c1
    -6.0%	-9.3%	7.6%	-9.2%	-10.8%	.	6.4%	-1.2%

Only part of the results is shown (hit frequency here may not be typical).
